A350 fluor: A350 region autofluorescence; max dye-equivalent concentration, M; Compound autofluorescence, 340/450 nm, Alexa 350 dye-equivalents; stronger effect = higher value; AID 590; hit rate 11% among 59,000; in the data active = max dye-equivalent concentration above about 10 nM; inconclusive = mostly about 1.1 nM to 9.6 nM
GFP derepression: derepresses silenced GFP locus in mouse C127i cells; mouse C127i GFP locus derepression, cytometry, 30 h; Potency, µM (series often up to 46.1 µM), inactives show at the top dose GFP derepression (activation); hit rate 0.09% among 68,000; AID 597; also: % of control where 0% means no effect
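Read-out is the number of GFP-positive cells, scored as fluorescent objects 20 to 120 um wide, reflecting derepression of a silenced CMV-GFP reporter in murine C127i cells after 30 h compound exposure at 37 C.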
ERK AVP block: blocks ERK signaling stimulated by vasopressin. HEK293-V1b, vasopressin-stimulated pERK AlphaScreen. Potency, µM (top dose mostly 57.5 µM), for the others: at the highest dose activity, negative = inhibition, actives largely listed as inhibitors. hit rate 0.99% among 72,000. AID 995; also: potency is read from the fitted curve at half-maximal effect; % is scaled to controls: 0 for no effect and ±100 for the full control effect; nearly all actives have a fitted effect of over 55% in size
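Phosphorylated ERK1/2 detected via AlphaScreen bead proximity in lysates of V1b-expressing HEK293 cells given 25 nM vasopressin for 5 min after 30 min compound exposure (37 °C). AC50 from Hill equation; basal DMSO 0%, vasopressin 100%.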
Hsp90 Hop PPI: changes Hsp90-Hop TPR2A binding signal, up or down; AlphaScreen TPR2A-His6 binding biotin-Hsp90 C-terminal peptide; hit rate 0.44% among 71,000; Potency, µM (titrated, usually from 57 µM), inactives show top-dose activity change, negative = inhibition; active = well fitted curve in either direction with a large enough effect; inconclusive = small, poorly fitted or top-dose-only effect, or another doubt; also: potency is read from the fitted curve at half-maximal effect; % is scaled to controls: 0 for no effect and ±100 for the full control effect; many of its hits are not listed in these tables
Texas Red fluor: compounds fluorescent in Texas Red spectral region. max dye-equivalent concentration, M. hit rate 0.06% among 59,000. Compound fluorescence, Texas Red channel, 547/618 nm; stronger effect = higher value; in the data active = max dye-equivalent concentration above about 10 nM; inconclusive = between about 1.1 nM and that limit
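Dye-equivalent concentrations come from scaling compound signal (ex 547, em 618 nm) to six Texas Red standard concentrations run on every plate, after 15 min room-temperature incubation in pH 8.0 Tris (100 mM).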
FLuc inh: inhibitors of firefly luciferase. Potency, µM (highest dose often 57.1 µM), without a hit: at the highest dose activity change, negative = inhibition, hits mostly inhibitors. purified firefly luciferase, luminescence, 8 min. hit rate 2.2% among 72,000. P08659; also: potency is read from the fitted curve at half-maximal effect; % is scaled to controls: 0 for no effect and ±100 for the full control effect; nearly all actives have a fitted effect of over 40% in size
Target sequence (P08659 whole entry, looked up): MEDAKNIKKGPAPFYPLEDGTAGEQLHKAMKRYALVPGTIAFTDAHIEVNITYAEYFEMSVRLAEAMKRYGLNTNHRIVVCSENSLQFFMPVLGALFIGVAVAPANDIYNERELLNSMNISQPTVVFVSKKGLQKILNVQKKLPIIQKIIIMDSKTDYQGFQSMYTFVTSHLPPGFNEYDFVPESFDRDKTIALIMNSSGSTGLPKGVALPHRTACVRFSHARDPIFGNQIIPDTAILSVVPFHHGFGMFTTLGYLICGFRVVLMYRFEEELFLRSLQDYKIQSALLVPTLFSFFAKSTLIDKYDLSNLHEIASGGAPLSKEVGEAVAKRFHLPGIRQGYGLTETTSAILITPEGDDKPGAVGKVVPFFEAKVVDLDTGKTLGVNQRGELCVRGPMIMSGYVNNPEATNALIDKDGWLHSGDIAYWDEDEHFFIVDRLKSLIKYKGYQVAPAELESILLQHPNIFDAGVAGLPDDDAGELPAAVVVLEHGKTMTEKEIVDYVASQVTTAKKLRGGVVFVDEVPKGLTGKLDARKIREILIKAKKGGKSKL
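Inhibition of light generation by firefly luciferase from ATP and luciferin was profiled with concentration-response curves per sample, ATP held at 10 uM within the enzyme's linear range. Plates were read by luminescence after an 8-minute ambient incubation.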
Ub-GFP proteasome: ubiquitin-GFP accumulation via proteasome inhibition | Ubiquitin-GFP reporter cells, proteasome inhibition, GFP fluorescence; response scale: untreated = 0%, 10 µM MG-132 = 100% | Potency, µM (series often up to 45.9 µM), inactives show top-dose activation (GFP accumulation), hits mostly activators | 67,000 tested, under 10 active | AID 526; active = well fitted activation curve with a large enough effect, not every such curve was filed as active; inconclusive = small, poorly fitted or top-dose-only effect, or another doubt; inactive = no such curve, though single readings can be large or run the other way; also: potency is read from the fitted curve at half-maximal effect
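U2OS Ub(G76V)-GFP reporter; O/N plating, 0.5% FBS; cpd 46 uM–2.9 nM, 4 h, 37 °C; GFP+ cell count, 488/515 nm; norm. to basal vs 10 uM MG-132; CRC fit.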
4-MU autofl: compound fluoresces in the 4-MU spectral region | max dye-equivalent concentration, M | compound autofluorescence, 340/450 nm, 4-MU equivalents; stronger effect = higher value | hit rate 11% among 59,000 | AID 589; in the data active = max dye-equivalent concentration above about 10 nM; inconclusive = mostly about 1.1 nM to 9.6 nM
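Compounds in 100 mM Tris, pH 8.0, sat 15 min at room temperature before fluorescence was read at 340 nm excitation/450 nm emission; a per-plate six-point 4-MU standard curve converted signals to dye-equivalent concentration at each compound concentration.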
Fluorescein autfl: compound autofluorescence in fluorescein spectral region | Compound autofluorescence, 480/540 nm, fluorescein-equivalent; stronger effect = higher value | max fluorescein-equivalent concentration, M | hit rate 0.91% among 59,000 | AID 593; in the data active = max fluorescein-equivalent concentration above about 10 nM; inconclusive = between about 1.1 nM and that limit
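First, buffer (100 mM Tris, pH 8.0) dispensed; second, compounds and fluorescein standards pinned in; third, 15 min room-temperature incubation; finally, imaging at ex 480 nm/em 540 nm. Fluorescence normalized against the six-point fluorescein curve.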
HBB splicing: hemoglobin beta splicing modulation; HBB splicing reporter cell assay, activation; EGFP reporter with mutant IVS2-654 intron; response scale: normalised to 500 nM splice-correcting PNA; Potency, µM (doses to about 46.1 µM), without a hit: at the top dose activation, hits mostly activators; hit rate 0.06% among 65,000; AID 925; also: potency is read from the fitted curve at half-maximal effect; 0% is about no effect
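Compounds were applied for 2 days to HeLa EGFP-654 cells, 500/well in Optimem with 2% FCS. The reporter's EGFP is disrupted by mis-splicing of beta-globin intron IVS2-654. Readout: summed well GFP fluorescence from 488 nm laser scanning; reference was 500 nM antisense […] 654 PNA.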
CRE Fsk mod: alters forskolin-stimulated CRE reporter signaling in CHO cells. CHO CRE-bla reporter (cAMP response element driving beta-lactamase), forskolin EC10, beta-lactamase ratio. Potency, µM (series often up to 38.2 µM), without a hit: at the top dose activity change, negative = inhibition, usual class: activators. hit rate 2.5% among 71,000; active = well fitted activation curve with a large enough effect in the signal ratio, with a control signal flat, not every such curve was filed as active; inconclusive = small, poorly fitted or top-dose-only effect, or effect the other way, or a change in a side signal; the % refers to the signal ratio; also: potency is read from the fitted curve at half-maximal effect; % of control where 0% means no effect
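Modulation of forskolin-driven signalling is measured in CHO cells carrying a CRE-controlled beta-lactamase reporter. Cells are stimulated with EC10 NKH 477 in the presence of titrated compound for 3 h at 37 °C, then loaded with CCF4 for 2 h at room temperature.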
Starred values were filed as active, the others as inactive; i = inactive; ? = inconclusive; · = not tested or not shown; [ ] = dose if it differs, or a comment. Unless noted, calls follow the shape of the dose curve; as a rule, active = well fitted curve in the direction sought with a large enough effect; inconclusive = small, poorly fitted or top-dose-only effect, or another doubt; inactive = no such curve, though single readings can be large; an effect the other way counts as inactive or inconclusive. Only part of the results is shown, so the mix of outcomes need not match the whole.

SMILES	A350 fluor	GFP derepression	ERK AVP block	Hsp90 Hop PPI	Texas Red fluor	FLuc inh	Ub-GFP proteasome	4-MU autofl	Fluorescein autfl	HBB splicing	CRE Fsk mod
O=C(NC(C(=O)c1ccccc1)n1cnccc1=O)c1ccccc1 (stereo unspecified)	·	-2%	4%	-3%	·	3%	18%	·	·	-0.3%	1%
CC1CCCN(C(=O)Cn2nnc(-c3cccnc3)n2)C1 (stereo unspecified)	i	2%	-13%	0%	i	2%	1%	i	?	·	6%
Cc1ccc(-c2noc(C3CCN(S(=O)(=O)c4ccc5c(c4)OCCO5)CC3)n2)o1	i	-4%	25%	-2%	?	2%	0%	i	i	·	?
Cn1nc(-c2ccc(C(=O)N3CCN(c4ccccc4)CC3)cc2)c2ccccc2c1=O	i	-3%	8%	0%	i	0%	-4%	i	i	-1.0%	-10%
O=C(CC1(O)C(=O)N(CN2CCOCC2)c2ccccc21)c1ccccc1 (stereo unspecified)	·	0%	-5%	-3%	·	0%	-6%	·	·	-0.3%	2%
Cc1ccc(S(=O)(=O)N(C)CC(=O)NC2CCCC2)cc1	i	0%	-13%	-3%	i	0%	-9%	i	i	0.1%	-3%
Cc1cc(C)c2c3c(sc2n1)C1(CCSCC1)C(C#N)=C(N)O3	?	0%	?	-3%	i	-3%	-10%	?	i	0.2%	?
COC(=O)c1ccc(C)c(NC(=O)C2COc3ccccc3O2)c1 (stereo unspecified)	i	-2%	-11%	0%	?	2%	0%	i	i	-1.7%	?
CCC(=O)N1CCc2cc(Br)cc(S(=O)(=O)NCC3CCCO3)c21 (stereo unspecified)	i	-2%	-8%	-1%	i	-2%	1%	i	?	-0.8%	8%
CCOC(=O)c1[nH]c2ccc(OC)cc2c1NC(C)=O	5.7e-08M*	9%	-12%	1%	i	2%	-1%	5.9e-08M*	?	·	12%
COC(=O)C(C)NC(=O)C(C)NC(=O)OCc1ccccc1 (stereo unspecified)	i	-2%	-1%	-4%	i	0%	1%	i	i	0.6%	-5%
COc1ccc(-c2cc(C(=O)Nc3c(C)nn(Cc4ccccc4)c3C)no2)cc1	i	-1%	29%	1%	i	4%	-7%	i	i	-2.6%	?
O=c1c(CCc2ccccc2)nc2cncnc2n1C1CC1	i	0%[9.22 µM]	-13%	-3%	i	0%[11.4 µM]	12%	i	i	1.0%	?
Cc1occc1-c1nnc(SCC(=O)c2ccc(Cl)cc2)n1CC1CCCO1 (stereo unspecified)	i	0%	-14%	-7%	i	-1%	-1%	i	?	-2.7%	-19%
O=C(/C=C\c1ccc(O)c(O)c1)O[C@H]1C[C@@](O)(C(=O)O)C[C@H](O)[C@@H]1O	i	-2%[9.22 µM]	·	-5%	i	-1%[11.4 µM]	-4%	i	i	·	-5%
CC(=O)N1CCN=C1SCc1c(F)cccc1Cl	·	-3%	-7%	0%	·	0%	9%	·	·	-0.1%	-19%
Cc1cc(C(=O)CSc2nnnn2-c2ccc(O)cc2)c(C)n1Cc1ccc2c(c1)OCO2	i	0%	14%	-15%	i	1%	17%	i	i	-1.6%	?
CNC(=O)CSc1nnc(-c2ccco2)n1-c1ccccc1OC	i	-2%	-6%	-3%	?	1%	0%	i	?	-4.8%	-8%
c1ccc2c(c1)OCC(c1nn3c(Cn4nnc5ccccc54)nnc3s1)O2 (stereo unspecified)	i	-4%	-11%	-6%	?	-2%	-4%	i	?	-0.4%	-3%
c1ccc(CCN2CCN=C2Cc2ccccc2)cc1	i	-1%[9.22 µM]	9%[11.5 µM]	-3%[11 µM]	i	4%[11.4 µM]	-3%[9.17 µM]	i	i	1.5%[9.22 µM]	-1%[7.6 µM]
Cc1csc(N(C)C(=O)CSc2nnc(COc3ccccc3C)o2)n1	i	-1%	-5%	2%	?	3%	-4%	i	?	-3.4%	?
COc1ccc(NC(=O)N[C@@H](CCSC)C(=O)O)cc1Cl	i	-5%	-14%	-3%	i	-3%	-2%	i	?	0.0%[57.5 µM]	-11%
O=c1c2c(nc3nc(COc4ccccc4)[nH]n13)CCC2	i	1%	-5%	-3%	i	2%	3%	i	i	-1.3%	?
Brc1cc2[nH]cnc2c2ccccc12	i	6%	-11%	-5%	i	0%	0%	i	?	-1.3%	5%
COCCNC(=O)Cn1cnc2sc(C)c(S(=O)(=O)N3CCC(C)CC3)c2c1=O	i	3%	13%	-4%	?	1%	-3%	i	i	-2.3%	7%
Cc1ccc(-n2c(SCC(N)=O)nc3c([nH]c4ccccc43)c2=O)cc1	·	·	·	-2%	·	0%	-12%	·	·	-1.1%	8%
C=CCNC(=O)c1ccc(C(=O)c2ccccc2)cc1	i	-2%	-1%	-2%	i	-43%	4%	i	?	-0.4%	?
CCCOc1cc(C)c(S(=O)(=O)n2ccc(C)n2)cc1C	?	-2%	15%	10%	i	1%	-4%	i	i	-1.5%	4%
CCOC(=O)C1C(c2ccc(C)o2)NC(=O)NC1(O)C(F)(F)F (stereo unspecified)	i	-2%	15%	-1%	i	2%	-8%	i	i	0.1%	-4%
CS(=O)(=O)N1CCC(C(=O)Nc2ccc(Br)cc2F)CC1	i	0%	-5%	-4%	?	1%	-4%	i	?	2.1%	-7%
CN(CCCNC(=O)c1ccc(N2CCCC2=O)cc1)c1ccccc1	i	4%	1%	-8%	i	-2%	-6%	i	i	1.9%	-25%
CCOC(=O)C1CCN(C(=O)COc2cccc(C)c2)CC1	i	2%	19%	?	i	2%	9%	i	?	0.6%	-4%
COCCNC(=O)c1cc2c(=O)n3cccc(C)c3nc2n(Cc2ccncc2)c1=N	?	0%	-8%	-5%	i	1%	-2%	?	i	-1.0%	4%
CCOC(=O)N1CCC(NC(=O)c2cc(C(=O)Nc3ccc(F)cc3F)ccc2CO)CC1	·	-3%	-13%	-2%	·	2%	6%	·	·	0.1%	-7%
CCN1C(=O)c2ccc(-c3nc4ccccc4c(=O)o3)cc2C1=O	·	0%	0%	-1%	·	2%	4%	·	·	0.0%	-1%
O=C(NCCN1CCc2ccccc2C1)C1CC(=O)N(C2CCCC2)C1 (stereo unspecified)	i	10%	4%	-1%	?	-1%	-11%	i	i	1.6%	-8%
Cc1nnc(NC(=O)C2CCCN(S(=O)(=O)Cc3ccccc3)C2)s1 (stereo unspecified)	i	0%	0%	-2%	?	0%	0%	i	?	0.1%[57.5 µM]	-11%
CCOc1ccc(N(CC(=O)Nc2ccccc2)S(C)(=O)=O)cc1	·	2%	-9%	-2%	·	-7%	-6%	·	·	-3.6%	-5%
CCNC(=O)[C@@H]1O[C@@H](n2cnc3c(NCc4ccccc4)ncnc32)[C@@H](O)[C@H]1O	?	-1%	·	-8%	i	0%	4%	?	i	0.9%	1%
COCCSc1ccccc1C(=O)NCc1ccco1	i	-3%	-15%	-4%	i	0%	7%	i	i	-0.3%	-4%
COc1ccc(-c2cn3c(C)c(C(=O)Nc4cccc(NC(C)=O)c4)sc3n2)cc1	i	7%	21%	0%	i	13µM*	-4%	?	i	-0.3%	4%
CCOC(=O)c1ccc(NC(=O)CCc2nc(-c3cccc(C)c3)no2)cc1	i	0%	25µM*	8%	?	2%	11%	i	i	-0.4%[1.84 µM]	8%
CCCCSc1nc(O)c(C2OC(=O)c3c2ccc(OC)c3OC)c(=O)n1C (stereo unspecified)	i	5%[20.6 µM]	·	·	i	0%[25.5 µM]	·	i	?	·	·
O=C(c1ccc(COc2ccc(F)cc2)o1)n1cccn1	i	2%	12%	6%	i	-7%	-8%	i	i	4.2%	?
N#Cc1ccsc1NC(=O)COc1ccc(-c2nnco2)cc1	i	6%	-7%	-5%	i	-9%	3%	i	?	-2.5%	-12%
Cc1c(C#N)sc2nc(-c3ccccc3)nc(N3CCCC3)c12	·	-3%	3%	20%[11 µM]	·	0%	-8%[9.17 µM]	·	·	-2.0%[0.0738 µM]	?
COc1ccccc1NC(=O)c1ccc(S(=O)(=O)N2CCOCC2)cc1	i	-1%	11%	54%	i	-1%	-2%	i	?	0.7%[57.5 µM]	0%
O=S(=O)(c1cccc2nsnc12)N1CCN(C/C=C/c2ccccc2)CC1	i	-2%[20.6 µM]	·	·	i	2%[25.5 µM]	·	i	i	·	·
CCc1ccc(-c2nc(CN3CCC(C(=O)NCCN(CC)c4ccccc4)CC3)c(C)o2)cc1	i	-2%	-4%	-12%	?	-2%	11%	i	?	4.2%[1.84 µM]	-1%

Screens from PubChem BioAssay.
